Compound activity as filed in PubChem.
XiGFP reactiv – X-chromosome reactivation activator | XiGFP mouse fibroblasts, % GFP-positive cells imaging, 3 d; cells co-treated with 5-aza-dC sensitizer; scaled so ellipticine positive control = 100% | activation, % at 7.58 µM | 360,000 compounds, 0.055% hits | AID 743238;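 active = mean normalized replicate activation at least 10% and every replicate at or above 10%; inconclusive = only one of the two criteria met; inactive = mean below 10% and not all replicates reach 10%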;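 note: 0% = median of on-plate neutral control wells and 100% = ellipticine 6 µM median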
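assay system = SV40-immortalized XiGFP fibroblast cells, line 68-5-11 | buffer or medium = DMEM plus 5-aza-dC sensitizer | doses = single-point pinned compound dosing | times = 3-day compound exposure, then 15 min fixation at room temperature | benchmarks = positive control ellipticine, 6 µM final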
Casp6 inh – inhibitors of human caspase-6 | P55212 | purified caspase-6, Z-VEID-R110 cleavage fluorescence | inhibition, % at 12.5 µM | 350,000 compounds, 0.53% hits;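 active = mean inhibition across replicates at least about 35%, with every replicate also reaching that limit, limit read from the data; inconclusive = only one of the two criteria met; inactive = neither criterion met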;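 note: 0% = median of neutral control wells and 100% = no fluorescence left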
Target sequence (P55212 24-179 limits assumed): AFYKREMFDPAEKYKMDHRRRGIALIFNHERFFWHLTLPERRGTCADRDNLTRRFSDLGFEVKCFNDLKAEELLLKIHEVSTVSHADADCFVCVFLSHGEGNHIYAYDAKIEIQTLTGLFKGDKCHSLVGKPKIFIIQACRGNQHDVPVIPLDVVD
Target sequence (P55212 194-293 limits assumed): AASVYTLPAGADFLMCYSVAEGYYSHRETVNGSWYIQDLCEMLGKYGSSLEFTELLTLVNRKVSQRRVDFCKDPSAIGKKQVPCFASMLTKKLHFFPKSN
RAD54 branch – RAD54 (human) branch migration inhibition; RAD54 Holliday junction branch migration, FAM/BHQ fluorescence; inhibition, % at 10.4 µM; 360,000 compounds, 0.14% hits; AID 602329;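 active = mean normalized replicate activity at least 40 and at least half of replicates scoring 40 or more; inconclusive = only one of the two criteria met; inactive = mean below 40 and under half of replicates reaching 40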;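 note: 0% = median of neutral control wells and 100% = median of positive control wells; inhibitors cause a drop in the FAM fluorescence signal; in these data hits start at about 50%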
F508del corr – correctors of CFTR F508del function in bronchial epithelial cells; 350,000 compounds, 0.36% hits; activity (quench increase), % at 7.58 µM; CFBE cells, YFP halide quenching; stimulated with forskolin plus potentiator P3; % fluorescence drop versus neutral controls; AID 720511;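 active = mean added fluorescence quench of at least 8% versus neutral control, with both replicates also reaching 8%; inconclusive = only one of the mean or replicate conditions met; inactive = mean below 8% and not both replicates reaching 8%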;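 note: cells transiently co-express mutant CFTR-F508del with the halide-sensitive YFP; corrector assay measuring rescue of mutant channel to the surface after 24 h compound exposure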
RAD52 anneal inh – blocks human RAD52 DNA annealing; P43351; recombinant RAD52 DNA annealing, FRET fluorescence; inhibition, % at 18.7 µM; 360,000 compounds, 0.46% hits; AID 651710;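 active = every replicate showing at least 50% inhibition; inconclusive = mean inhibition at least 50% but not in every replicate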
INS-1E GSIS act – primary screen for activators of insulin secretion dependent on glucose, INS-1E cells, GLuc reporter luminescence. INS-1E GLuc reporter insulin secretion, 2-3 h. activation, % at 16.6 µM. 370,000 compounds, 0.61% hits. AID 743287;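 active = lowest replicate activation of at least 40%, so every replicate reaches that level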;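 note: 0% = median of neutral control wells and 100% = median of IBMX positive control wells; some compounds called inactive have numbers as strong as hits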
E-sel inducer – E-selectin induction on HUVECs; HUVEC E-selectin immunofluorescence imaging; normalized: neutral wells 0, TNF-alpha wells 100; AID 686992; activation, % at 7.58 µM; P16581; 260,000 compounds, 0.37% hits;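 active = mean E-selectin-positive cell signal at least 10% of the positive control, reached in at least 60% of replicates, without over 20% cell loss; inconclusive = no rule given, readout overlaps actives, possibly toxicity-flagged; inactive = the rest, including those meeting only one limit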;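 note: in these data hits start at about 27%; measured in HUVEC primary endothelial cells; signal is the percent of cells scored E-selectin positive by PE staining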
Target sequence (P16581 whole entry, looked up): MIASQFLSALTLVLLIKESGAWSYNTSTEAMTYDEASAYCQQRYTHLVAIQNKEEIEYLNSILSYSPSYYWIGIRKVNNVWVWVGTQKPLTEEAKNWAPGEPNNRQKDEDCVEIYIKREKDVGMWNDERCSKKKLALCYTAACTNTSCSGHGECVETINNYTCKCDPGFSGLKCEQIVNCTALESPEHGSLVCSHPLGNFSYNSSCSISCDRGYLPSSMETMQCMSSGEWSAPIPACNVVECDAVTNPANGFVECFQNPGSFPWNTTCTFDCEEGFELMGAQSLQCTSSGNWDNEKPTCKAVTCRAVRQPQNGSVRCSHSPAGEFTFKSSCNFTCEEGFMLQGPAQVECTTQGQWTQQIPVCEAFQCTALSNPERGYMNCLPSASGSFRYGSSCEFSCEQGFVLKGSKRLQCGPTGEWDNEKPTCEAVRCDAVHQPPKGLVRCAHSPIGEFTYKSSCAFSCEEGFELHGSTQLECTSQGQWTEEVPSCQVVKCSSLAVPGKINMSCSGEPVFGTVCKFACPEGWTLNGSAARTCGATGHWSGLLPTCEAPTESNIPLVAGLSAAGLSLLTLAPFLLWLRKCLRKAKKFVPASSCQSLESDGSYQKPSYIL
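Assay system: HUVEC primary endothelial cells. Input: 3,000 HUVEC seeded per well. Doses: one compound dose added by pin transfer. Read-out basis: % PE-positive cells. Benchmarks: TNF-alpha high, DMSO low. Detection: immunofluorescence imaging. Buffer or medium: EGM-2, gelatin.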
DENV2 CPE – inhibitors of DENV2 cytopathic effect. DENV2-infected cells, cytopathic effect rescue, plate reader. CPE inhibition, % at 9.99 µM. 350,000 compounds, 1.7% hits; in the data active = CPE inhibition above about 20%, passing the limit was not always enough; inconclusive = no clear call, values can overlap the other calls; tested in BHK-21 cells;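 note: 0% = median of neutral control wells and 100% = median of positive control wells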
* hit, by the source's call; ? = inconclusive; . = no result given.

SMILES	XiGFP reactiv	Casp6 inh	RAD54 branch	F508del corr	RAD52 anneal inh	INS-1E GSIS act	E-sel inducer	DENV2 CPE
COc1ccccc1CNC(=O)C[C@H]1C[C@@H]2c3cc(NC(=O)Nc4ccccc4F)ccc3O[C@@H]2[C@@H](CO)O1	0.0	-2	-7	1.1	-8	-5	0.7	0
O=C(COC(=O)Cc1ccccc1F)Nc1ccc2c(c1)OCCO2	-0.1	-1	.	.	-31	.	.	?
Cc1cc(C(=O)Nc2cccc3c2O[C@H](CN(C)S(=O)(=O)c2cn(C)cn2)[C@H](C)CN([C@@H](C)CO)C3=O)n(C)n1	-1.0	-3	14	1.0	5	22	.	-3
C/C=C/c1cnc2c(c1)C(=O)N([C@@H](C)CO)C[C@H](C)[C@@H](CN(C)C(=O)C1CCCCC1)O2	-0.5	2	12	-1.3	-3	5	1.7	1
Cc1noc(C)c1NC(=O)Nc1ccc2c(c1)C(=O)N([C@H](C)CO)C[C@H](C)[C@H](CN(C)C(=O)Nc1ccc(C(F)(F)F)cc1)O2	-0.2	-2	-13	-0.2	-11	14	0.2	-2
O=C(NCCC(=O)N1CCCC(C(F)(F)F)C1)c1ccccc1Cl (centres undefined)	0.1	-139	5	1.2	-3	2	-0.2	-6
CCCC#Cc1ccc([C@@H]2[C@H]3CN(CC4CCOCC4)CCCCN3[C@H]2CO)cc1	0.1	-4	3	5.3	-11	6	0.7	-28
CCc1cc(Cn2nc(-c3ccccc3)cc2C(=O)NCc2cccc(Br)c2)on1	0.2	1	-20	0.0	-5	4	0.0	90*
COc1ccccc1NC(=O)N1CC(=O)N2[C@H](CO)[C@H](c3ccc(C#CC(C)C)cc3)[C@@H]2C1	0.0	2	.	1.7	15	-17	0.3	-12
C[C@H]1CN([C@@H](C)CO)C(=O)c2cc(NC(=O)Nc3ccc(F)cc3)ccc2O[C@@H]1CN(C)Cc1ccc(-c2ccccc2)cc1	-0.2	-3	-4	3.5	11	-9	-3.0	13

Arranged by molar mass (high to low): some entries from above.
SMILES	XiGFP reactiv	Casp6 inh	RAD54 branch	F508del corr	RAD52 anneal inh	INS-1E GSIS act	E-sel inducer	DENV2 CPE
Cc1noc(C)c1NC(=O)Nc1ccc2c(c1)C(=O)N([C@H](C)CO)C[C@H](C)[C@H](CN(C)C(=O)Nc1ccc(C(F)(F)F)cc1)O2	-0.2	-2	-13	-0.2	-11	14	0.2	-2
C[C@H]1CN([C@@H](C)CO)C(=O)c2cc(NC(=O)Nc3ccc(F)cc3)ccc2O[C@@H]1CN(C)Cc1ccc(-c2ccccc2)cc1	-0.2	-3	-4	3.5	11	-9	-3.0	13
Cc1cc(C(=O)Nc2cccc3c2O[C@H](CN(C)S(=O)(=O)c2cn(C)cn2)[C@H](C)CN([C@@H](C)CO)C3=O)n(C)n1	-1.0	-3	14	1.0	5	22	.	-3
COc1ccccc1CNC(=O)C[C@H]1C[C@@H]2c3cc(NC(=O)Nc4ccccc4F)ccc3O[C@@H]2[C@@H](CO)O1	0.0	-2	-7	1.1	-8	-5	0.7	0
CCc1cc(Cn2nc(-c3ccccc3)cc2C(=O)NCc2cccc(Br)c2)on1	0.2	1	-20	0.0	-5	4	0.0	90*
COc1ccccc1NC(=O)N1CC(=O)N2[C@H](CO)[C@H](c3ccc(C#CC(C)C)cc3)[C@@H]2C1	0.0	2	.	1.7	15	-17	0.3	-12
C/C=C/c1cnc2c(c1)C(=O)N([C@@H](C)CO)C[C@H](C)[C@@H](CN(C)C(=O)C1CCCCC1)O2	-0.5	2	12	-1.3	-3	5	1.7	1
CCCC#Cc1ccc([C@@H]2[C@H]3CN(CC4CCOCC4)CCCCN3[C@H]2CO)cc1	0.1	-4	3	5.3	-11	6	0.7	-28
O=C(NCCC(=O)N1CCCC(C(F)(F)F)C1)c1ccccc1Cl (centres undefined)	0.1	-139	5	1.2	-3	2	-0.2	-6
O=C(COC(=O)Cc1ccccc1F)Nc1ccc2c(c1)OCCO2	-0.1	-1	.	.	-31	.	.	?

Other entries follow:
SMILES	XiGFP reactiv	Casp6 inh	RAD54 branch	F508del corr	RAD52 anneal inh	INS-1E GSIS act	E-sel inducer	DENV2 CPE
O=C(Nc1ccc(Oc2cccnc2)cc1)C1CCN(Cc2ccc(F)cc2)CC1	0.2	-2	2	0.9	-38	-3	-1.6	-9
Cn1nc(C(F)(F)F)cc1-c1ccc(/C=C(\C#N)C(=O)c2ccccc2)s1	0.2	-1	2	1.7	-143	10	-0.2	-4
Cc1ccsc1C(=O)Nc1ccc(F)c([N+](=O)[O-])c1	0.0	-4	-2	1.9	-5	-4	.	.
CN(C)S(=O)(=O)c1cc(C(=O)Nc2ccccc2C(=O)NC2CC2)ccc1Cl	0.0	13	-5	-1.6	-11	-8	-0.4	-1
Cc1ccc(/C=C/C(=O)N2CC(=O)Nc3ccccc32)o1	0.0	1	.	-0.6	-27	-8	.	6
O=C(c1ccc(CS(=O)Cc2ccc(Cl)cc2)o1)N1CCN(c2ccccn2)CC1 (centres undefined)	0.0	-2	-4	2.8	1	-21	.	1
CCn1c(COc2ccc(=O)n(-c3ccccc3)n2)nnc1SC	0.0	12	.	-3.1	0	16	.	8
C[C@@H]1CN([C@@H](C)CO)C(=O)c2cc(-c3ccccc3)cnc2O[C@H]1CN(C)C(=O)Nc1ccccc1	-0.4	-2	5	-0.1	9	-9	-0.3	-2
CCOCCCNC(=S)Nc1ccc2nc(N3CCN(CC)CC3)cc(C)c2c1	0.1	.	?	3.1	61*	4	-0.1	-3
C[C@H](CO)N1C[C@H](C)[C@H](CN(C)CC2CC2)Oc2ccc(NS(C)(=O)=O)cc2C1=O	0.2	-1	-2	-2.9	-3	7	-0.1	4
O=c1c2ccccc2sn1-c1ccc(Cl)cc1Cl	0.0	0	19	0.4	-18	44	-0.8	1
COc1ccc(OC)c(/C=N/NC(=O)CC(=O)NC2CCCCC2)c1	0.3	-4	-2	-0.7	-8	-7	.	11
CC(=O)Nc1cccc(NC(=O)C2CC(=O)N(CCc3ccc(F)cc3)C2)c1 (centres undefined)	0.0	-1	3	-0.7	-8	7	.	-1
Cc1cc(Cl)ccc1OCCCC(=O)Nc1cccc(-n2cnnn2)c1	0.0	0	1	1.0	-29	12	.	5
Cc1nnc(SCC(=O)Nc2ccc(C(N)=O)cc2)n1-c1ccccc1	0.0	-2	-10	-0.8	-21	11	.	7
CC(C)C(Nc1ncnc2c1oc1ccccc12)C(=O)O (centres undefined)	0.1	-2	.	0.0	-9	6	0.5	-4
CC1=C(C(=O)OCc2ccc(C)cc2)C(c2ccc(O)c([N+](=O)[O-])c2)NC(=O)N1 (centres undefined)	0.1	-1	.	.	-6	-7	.	-3
CNC[C@H]1Oc2cc(C#C[C@H](C)O)ccc2S(=O)(=O)N([C@H](C)CO)C[C@@H]1C	-0.4	-6	-4	-0.6	-11	13	-0.3	3
CC(C)NC(=O)NC(=O)CSc1ccc(S(=O)(=O)N2CCCC2)cn1	0.1	0	-5	0.9	5	20	-0.1	10
COc1cccc2oc3cc(C#Cc4ccccn4)ccc3c(=O)c12	0.0	.	.	-2.8	-20	-11	-0.1	48*
COc1ccc(C2C(C#N)=C(N)Oc3c2ccc2cccnc32)cc1OC (centres undefined)	0.0	-5	.	4.7	-43	18	.	-2
CC1(C)Oc2ccc(C(=O)Nc3ccccc3F)cc2N(CC(=O)N2CCOCC2)C1=O	0.0	2	2	-1.8	-16	2	.	-1
CCOC(=O)NNc1ccc(C(F)(F)F)cn1	0.0	-4	-9	-4.3	22	.	1.4	-1
CN(C)CC#Cc1ccc([C@H]2[C@H](CO)N3C(=O)CN(C(=O)c4cccnc4)C[C@@H]23)cc1	0.1	.	.	2.6	8	-2	-0.1	4
O=C(NCCc1ccccc1F)C1CCCN(c2nc3ccccc3s2)C1 (centres undefined)	0.0	-1	10	1.0	-14	-21	.	-2
CC(C)(C)c1ccc(C(=O)N/C(=C\c2ccco2)C(=O)Nc2ccccc2C(=O)O)cc1	0.0	31	-16	2.6	-132	3	.	?
C[C@@H]1CN([C@@H](C)CO)C(=O)Cc2cc(NC(=O)C3CCCCC3)ccc2O[C@@H]1CN(C)S(=O)(=O)c1ccc(Cl)cc1	-0.1	-1	5	-3.0	-3	-9	0.7	-5
CCOc1ccccc1NC(=O)CCn1cccc1	0.1	-1	.	-2.6	2	-18	.	-6
COc1cccc(C(=O)Nc2ccc3c(c2)C(=O)N(C)[C@H]2CC[C@@H](CC(=O)N[C@H](C)c4ccccc4)O[C@@H]2CO3)c1	0.1	-3	6	-0.3	15	-10	-0.1	-1
CC1CCCN(C(=S)Nc2ccc(F)cc2)C1 (centres undefined)	0.0	-1	.	-2.3	-8	4	2.1	.
Nc1nc(Nc2ccccc2)sc1C(=O)c1ccccc1	0.2	0	-4	-1.1	-3	21	-6.3	-7
Cc1c(-n2c(O)c(C3=c4ccccc4=NC3=O)sc2=S)c(=O)n(-c2ccccc2)n1C	0.0	2	.	-0.1	-15	1	2.7	.
COC(=O)c1ccc(CN2CCCC(C(=O)Nc3cccc(-n4cccn4)c3)C2)cc1 (centres undefined)	0.0	-3	8	0.5	-42	-11	.	7
CC(O)c1cccc(NC(=O)CC(c2ccccc2)c2ccccc2)c1 (centres undefined)	0.2	-1	4	-1.7	-3	-17	.	-4
Cc1ccc(S(=O)(=O)N(C)C[C@@H]2Oc3ncc(-c4ccccc4)cc3C(=O)N([C@@H](C)CO)C[C@@H]2C)cc1	-0.6	5	-13	0.9	13	-10	0.3	-2
CCCc1c(NC(=O)Nc2ccc(Cl)cc2Cl)cnn1-c1ccccc1	0.0	-3	-15	0.0	-10	4	-1.2	?
COc1cccc(C(=O)NCCS(=O)(=O)N2CC(C)CC(C)C2)c1 (centres undefined)	0.1	-2	-9	-1.7	-4	-12	1.7	-5
COc1cccc(NC(=O)N(C)C[C@@H]2Oc3cc(C#CC4(O)CCCC4)ccc3S(=O)(=O)N([C@H](C)CO)C[C@H]2C)c1	-1.1	4	7	-3.6	-1	-4	0.3	?
C[C@@H]1CN([C@@H](C)CO)C(=O)Cc2cc(NS(=O)(=O)c3cccs3)ccc2O[C@@H]1CN(C)S(=O)(=O)c1ccccc1	-0.4	3	-2	-1.5	4	4	0.4	6
CC1(NC(=O)c2cccc(S(=O)(=O)N3CCN(c4ccccc4)CC3)c2)CCS(=O)(=O)C1 (centres undefined)	0.8	4	.	2.1	-8	-1	.	-5
CCCN1C[C@@H](C)[C@@H](OC)CN(C)C(=O)c2cc(NC(=O)Nc3cccc(OC)c3)ccc2OC[C@@H]1C	-0.2	.	.	-0.3	.	-6	2.4	.
COc1ccc(NC(=O)C(=O)NCC(=O)Nc2cc(OC)ccc2OC)cc1	0.1	0	-10	5.1	-19	9	-0.1	1
